Compound activity (PubChem)
Cneo AK release: causes C. neoformans cell lysis | hit rate 0.2% among 360,000 | lysis activity, % at 15 µM | adenylate kinase release luminescence, 4 h; normalised: neutral wells 0, clomiphene wells 100;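 active = mean lysis activity across replicates of at least 80%, whatever share of replicates individually reach that level; inactive = mean lysis activity below 80%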
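Assay system: Cryptococcus neoformans yeast cells / Dosing: single-point compound dose / Timing: 4 h at 37 °C static, read 1 h later / Measured by: luminescence of released adenylate kinase using an AK detection reagent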
C2C12 statin: suppressors of simvastatin-induced myotoxicity in C2C12 myotubes; ATP luminescence, 48 h; scaled: DMSO 0, geranylgeraniol control 100; rescue of ATP level, % at 7.49 µM; hit rate 0.78% among 330,000;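 active = mean ATP rescue above about 67%, or every replicate alone reaching that limit, limit read from the data, passing the limit was not always enough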;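 note: myotubes were challenged with 10 µM simvastatin during compound exposure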
ARNT TACC3 PPI: disruptors of human ARNT/TACC3 interaction. Q9Y6A5. AlphaScreen His-ARNT PAS-B/GST-TACC3 binding, luminescence; TACC3 fragment carries E629A point mutation. inhibition, % at 9.99 µM. hit rate 0.66% among 390,000;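 active = mean inhibition of replicates at least 50% and at least half of replicates each reaching 50%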;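 note: 0% = complete ARNT plus TACC3 wells and 100% = ARNT alone without TACC3; many hits fall short of the cut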
GSIS activator: primary screen for activators of insulin secretion dependent on glucose, INS-1E cells, GLuc reporter luminescence; INS-1E GLuc reporter insulin secretion, 2-3 h; activation, % at 16.6 µM; hit rate 0.61% among 370,000; AID 743287;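 active = lowest replicate activation of at least 40%, so every replicate reaches that level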;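 note: 0% = median of neutral control wells and 100% = median of IBMX positive control wells; some compounds called inactive have numbers as strong as hits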
LGR2 inh: inhibitors of bursicon-induced Drosophila LGR2 receptor cAMP signaling; HEK293 LGR2, CRE-luciferase, bursicon-stimulated, 4 h; inhibition, % at 9.99 µM; hit rate 0.35% among 380,000; AID 720647;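 active = drop in luminescence signal, shown as inhibition above about 50% in the replicate tests, limit read from the data, passing the limit was not always enough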;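 note: agonist challenge used bursicon conditioned medium at about half maximal strength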
PglD DTNB: inhibitors of Campylobacter jejuni PglD acetyltransferase | purified PglD enzyme, DTNB colorimetric CoA detection | inhibition, % at 12.5 µM | AID 602405 | hit rate 0.098% among 360,000; in the data active = inhibition above about 16%, passing the limit was not always enough; note: strong numbers were not always called active
PGC1a acetyl inh: PGC1a acetylation modulation, inhibitor mode; inhibition, % at 15.6 µM; U2OS PGC1a acetylation, AlphaScreen anti-acetyl-lysine; with virally co-expressed GCN5 acetyltransferase; hit rate 0.17% among 350,000;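 active = every replicate shows inhibition of at least 40%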;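 note: 0% = neutral control wells and 100% = positive control wells; some results beyond the cut were filed as inactive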
PAX8 reporter: PAX8 transcriptional activity inhibition; hit rate 1.2% among 360,000; AID 652154; RMG-I TPO-luciferase reporter, SteadyGlo, 24 h; inhibition, % at 12.6 µM;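 active = mean replicate inhibition at least 60% with every replicate also reaching 60%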;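 note: luciferase light reporting Pax8 driven TPO promoter activity; plate controls were median of neutral control wells for no effect and mitoxantrone controls for full effect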
* = called active by the depositor; / = not tested or not shown; & = joins results of further samples. Random draw from the library. Share with any hit: about 2.9%.

The line under a structure holds: Cneo AK release	PglD DTNB	PAX8 reporter	PGC1a acetyl inh	C2C12 statin	LGR2 inh	ARNT TACC3 PPI	GSIS activator
> CCOC(=O)C1(C)CCCN(C(=O)c2cc(C#N)cs2)C1 (stereo unspecified)
    1	2	-2	-1	-7	-5	/	-9
> Cc1noc(C)c1NC(=O)N(C)C[C@H]1Oc2ccc(NC(=O)CCN3CCOCC3)cc2C(=O)N([C@H](C)CO)C[C@@H]1C
    -2&5	2&4	-16	-8	-9	4&21	-8&-5	16
> COc1cc(Nc2cccc(-c3ccccc3)n2)cc(OC)c1OC
    -1	4	-5	/	4	1	/	-39
> Cc1c(C(=O)O)oc2c(F)cccc12
    5	1	-4	4	/	-16	-4	-7
> CCc1noc(C)c1C(=O)N1CCN(S(=O)(=O)c2ccc(Br)cc2Cl)CC1
    /	/	8	/	/	-11	-4	-11
> O=C(CCCn1ncn2c(cc3occc32)c1=O)NCc1ccccc1F
    0	2	-5	-19	12	-19	4	5
> CN1CCN(c2ccc(NC(=O)c3ccc(-c4ccc(Br)cc4)o3)cc2)CC1
    /	/	12	-24	/	1	0	-3
> Cc1cc(NC(=O)CSc2nc3c([nH]c4ccccc43)c(=O)n2-c2cccc(C(F)(F)F)c2)no1
    0	-8	/	-53	/	/	-9	/
> COC(CNc1ncnc2c1cnn2C)OC
    /	/	8	-1	/	1	-13	3
> C[C@H](CO)N1C[C@H](C)[C@H](CN(C)C(=O)NC2CCCCC2)Oc2ccc(NS(C)(=O)=O)cc2C1=O
    -1	9	3	6	5	-14	-4	16
> c1cncc(-c2nc3cc4ccccc4cc3[nH]2)c1
    -30	3	/	-2	-45	-24	1	-3
> O=C(Nc1nc(-c2ccc3c(c2)OCCO3)cs1)C1CCCC1
    /	/	-92	-13	/	-49	4	11
> Cc1cc(C)c(C)c(S(=O)(=O)NCCCN2CCCC2=O)c1C
    -1	-4	/	-5	/	15	-1	52
> O=C1N[C@H](Cc2ccccc2)COC(=O)[C@H](Cc2ccc(F)cc2)CC/C=C/C[C@H]1CC(=O)N(CCO)Cc1ccccc1
    17	-7	12	5	3	9	-11	-15
> C#CCOCCOCCOCCNc1nc(N2CCN(C(=O)Cn3cc(CCCCN)nn3)CC2)nc(N2CCN(C(=O)[C@H]([C@@H](C)CC)n3cc(CCCN=C(N)N)nn3)CC2)n1
    1	-1	9	-14	9	-14	7	2
> CS(=O)(=O)N1CCCCN2[C@H](CO)[C@H](c3ccc(-c4cccc(C#N)c4)cc3)[C@H]2C1
    -3	-5	-20	6	1	-2	-7	1
> COC(=O)c1scc(C)c1N/N=C(\C)c1cc(F)c(Cl)cc1F
    -1	-4	/	7	-3	/	-7	/
> O=C(Cc1ccccn1)N1CC(=O)N2[C@H](CO)[C@@H](c3ccc(C#CCC4CCCC4)cc3)[C@@H]2C1
    /	/	10	-6	/	5	/	-13
> O=C(CNS(=O)(=O)c1ccc(Br)s1)NCc1ccc2c(c1)OCO2
    /	/	/	-1	8	-9	1	-23
> CC(C)NC(=O)Nc1ccc2c(c1)CC(=O)N([C@@H](C)CO)C[C@H](C)[C@H](CN(C)S(=O)(=O)c1ccc(Cl)cc1)O2
    2	-1	18	2	-38	10	-5	-11
> CCOC(=O)c1c(NC(=S)NC(=O)c2cnn(CC)c2)sc2c1CCC(C)C2 (stereo unspecified)
    0	4	-4	9	-2	/	0	/
> O=C(N/N=C/c1ccco1)C1CC1
    /	/	-19	/	/	6	-3	19
> COc1ccc(OC)c(NC(=O)CSc2nnc(-c3ccco3)n2-c2ccccc2)c1
    6	-1	/	-2	4	0	-3	4
> COc1ccc(CC(=O)N2CCN(S(=O)(=O)c3cccs3)CC2)cc1OC
    /	/	14	-8	10	-11	-2	18
> C[C@@H]1CN([C@@H](C)CO)C(=O)c2cc(NS(=O)(=O)c3cn(C)cn3)ccc2O[C@@H]1CN(C)Cc1ccc(C(=O)Nc2ccccc2N)cc1
    -2	4	/	2	24	-1	-2	16
> CN(C)c1ccc(/C=N/NC(=S)NCc2ccccc2)cc1
    6	-4	-81	-12	1	/	9	/
> COC(=O)CC1C(C(=O)OC)ON2OC(C(=O)OC)C(C(=O)OC)C12 (stereo unspecified)
    -2	5	-30	0	13	-6	-1	-6
> CN(C)c1ccc(/C=C2/C[N+](C)(C)C/C(=C/c3ccc(N(C)C)cc3)C2=O)cc1
    /	/	/	2	/	5	17	4
> CCCCn1c(Cc2ccccc2)nnc1SCC(=O)Nc1cc(C)on1
    1	6	/	7	-8	/	2	/
> COc1cccc(S(=O)(=O)Nc2ccc3c(c2)[C@@H]2C[C@H](CC(=O)NCCc4ccccc4)O[C@@H](CO)[C@@H]2O3)c1
    -1	3	22	6	9	-6	2	-36
> CSc1nsc(SC)c1CO
    /	/	-3	/	/	0	5	6
> CSc1nnc(C)c(=O)n1COC(=O)COc1ccccc1
    /	/	-18	/	/	-9	0	3
> CC(C)c1nc2c(c(=O)c3ccccc3n2C)c(=O)n1-c1ccc(F)cc1
    /	/	29	/	/	8	-2	-8
> C[C@@H]1CCCCO[C@@H](CN(C)Cc2ccc(Cl)c(Cl)c2)[C@@H](C)CN([C@@H](C)CO)C(=O)c2cc(NS(=O)(=O)c3ccc(F)cc3)ccc2O1
    11	-1	-3	6	/	7	-3	-3
> CCOC(=O)c1ccc(NC(=O)c2c(N)n(Cc3ccccc3)c(=O)[nH]c2=O)cc1
    -1	-2	-20	7	4	-4	-4	56
> C[C@@H]1C=C(C(=O)N2CCN(Cc3ccc4c(c3)OCO4)CC2)O[C@H](OCc2ccc(CO)cc2)C1
    9	-1	7	-7	/	/	10	/
> O=C(CSc1nc2sc3c(c2c(=O)[nH]1)CCC3)NCCO
    -1	0	-15	-8	/	-6	-1	29
> O=C(NC1CC1)c1ccc(COc2ccc(F)cc2)o1
    0	2	/	/	-3	/	-2	/
> CCCCOC(=O)Cn1cnc2ccc(Br)cc2c1=O
    -2	1	2	-11	-20	/	5	/
> CCOC(=O)c1nc(Nc2cccc(C)c2)c2ccccc2n1
    /	/	0	/	/	-16	-4	6
> C[C@H](CO)N1C[C@H](C)[C@@H](CN(C)S(=O)(=O)c2ccc(F)cc2)Oc2ccc(NC(=O)CCN3CCOCC3)cc2CC1=O
    -2	1	12	0	17	-2	7	-10
> S=C1NCN(C2CCCCC2)CN1c1ccccc1
    /	/	13	/	/	11	-1	-5
> COc1ccc(CN2CCN(CCCc3ccccc3)C(CCO)C2)c(OC)c1 (stereo unspecified)
    4	-8	14	/	-4	-1	-3	/
> COC(=O)c1ccccc1CON1C(=O)C(C)(C)N(OCc2ccccc2C(=O)OC)C(=O)C1(C)C
    -2	-4	/	6	11	2	0	-37
> O=C(O)Cn1nc(-c2ccccc2)ccc1=O
    6	5	-2	3	0	-29	2	10
> CCc1ccccc1N(CC(=O)NC(C)C)C(=O)CCC(=O)Nc1nccs1
    1	1	8	-2	1	2	-2	-1
> CCOC(=O)[C@H]1[C@H]2COc3ccc(Cl)cc3[C@@H]2N2C(=O)c3ccccc3NC(=O)[C@@]12C
    -2	1	17	-19	135*	4	13	/
> COc1ccc(OCC(=O)NNC(=O)C2CCN(c3ncnc4sc(C)c(C)c34)CC2)cc1
    -2	-3	0	3	11	15	-8	-38
> O=C(Nc1cccc([N+](=O)[O-])c1)C1CCN(C(=O)Cc2ccccc2)CC1
    1	2	/	/	11	3	23	0
> CO[C@@H]1CN(C)C(=O)c2cc(NC(=O)c3cnccn3)ccc2OC[C@H](C)NC[C@@H]1C
    2	6	/	-6	4	-3	-6	1
> COc1ccc(OCCC(=O)OCC(=O)Nc2cccc(S(=O)(=O)N3CCOCC3)c2)cc1
    -3	3	13	/	/	8	2	-16
> O=C(COc1ccc(Cl)cc1)NCCC1=CCCCC1
    1	0	/	-7	-1	-9	-10	-15
> Cc1ccn2cc(CNS(=O)(=O)c3ccc(Cl)s3)nc2c1
    0	1	-4	/	-1	14	1	-22
> Cc1oc(C(=O)O)cc1CSCc1ccoc1C(=O)O
    1	0	/	6	6	/	-2	/
> CCC1CCC2(CC1)NC(=O)N(CC(=O)Nc1ccc(OC)c(Cl)c1)C2=O (stereo unspecified)
    0	-4	-3	-7	10	1	0	0
> Cc1ccc(S(=O)(=O)Nc2ccc3c(c2)CC(=O)N([C@@H](C)CO)C[C@@H](C)[C@@H](CN(C)C(=O)Nc2ccccc2)O3)cc1
    1	-4	-16	3	-2	3	-7	16
> COc1ccccc1NC(=O)N(C)C[C@H]1Oc2cc(Br)ccc2S(=O)(=O)N([C@H](C)CO)C[C@H]1C
    1&2&0	6&0&0	-4&-11	-19&-17&-16	-1&0&42	-5&17	-5&4	-25&-3
> CCOC(=O)CNC(=O)N1CCC(CCOc2ccccc2)(C(=O)OCC)CC1
    -1	-1	-8	-1	-3	6	0	-13
> COc1ccc(NC(=O)N(C)C[C@H]2OCCCC[C@H](C)Oc3ccc(NC(=O)Nc4ccc5c(c4)OCO5)cc3C(=O)N([C@H](C)CO)C[C@@H]2C)cc1
    -5	1	-14	9	8	2	0	2
> COc1cccc(-c2ccc([C@@H]3[C@H](CO)N4CCCCN(C(=O)c5ccc6c(c5)OCO6)C[C@@H]34)cc2)c1
    54	1	16	-5	/	-2	2	-16
> Cc1cccc(OCCC(=O)OCC(=O)N2CCc3ccccc32)c1
    -8	-8	-17	-2	11	/	-8	/
> Cc1cc(NS(=O)(=O)c2ccc(NC(=O)c3cc4cc(Br)ccc4oc3=O)cc2)no1
    /	/	-2	-4	6	7	-9	9
> COC(=O)c1ccccc1N(C)S(=O)(=O)c1cc2c3c(c1)CCC(=O)N3CCC2
    0	0	-5	/	2	-8	14	8
